MT1-MMP txn act: MT1-MMP promoter reporter activation – cell-based, luciferase luminescence, primary screen; HT1080 MT1-MMP promoter luciferase reporter, overnight; active compounds read high; activation factor at 10 µM; actives 0.16% (n = 86,000);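 active = activation factor of at least 2 for MT1-MMP transcription at 10 µM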
CYP2C19 activ: human CYP2C19 activators, primary screen, biochemical, luminescence; Cytochrome P450 2C19 (Homo sapiens), P33261; recombinant CYP2C19, luciferin-H EGE luminescence; active compounds read high; 0 = fully inhibited enzyme, 1 = untreated enzyme; activation factor at 5 µM; 96,000 tested, under 10 active; AID 1025, 2008;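 active = activation factor of at least 2 at 5 µM in the primary screen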;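 note: 0 = wells with 2.5 mM tranylcypromine and 1 = vehicle-only wells; values of inactives mirror those of a sister screen read the other way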
PLAP activator: PLAP enzyme activators, biochemical, luminescence, HTS | Alkaline phosphatase, placental type (Homo sapiens), P05187 | purified PLAP enzyme, luminescent substrate read-out; active compounds read high | activation fold at 20 µM | actives 1.2% (n = 96,000) | AID 696, 2007; in the data active = activation fold above about 2
CYP2C9 act: human CYP2C9 activators, primary screen, biochemical, luminescence; Cytochrome P450 2C9 (Homo sapiens), P11712; recombinant CYP2C9, luciferin-H conversion; active compounds read high; factor 1 = untreated enzyme, 0 = blocked; activation factor at 5 µM; actives 1.4% (n = 96,000); AID 1024, 2008;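 active = activation factor of 2 or more for CYP2C9 at a 5 µM dose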;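 note: 0 = sulfaphenazole-blocked wells and 1 = vehicle-only wells; values of inactives mirror those of a sister screen read the other way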
Mac1 fbg inh: inhibitors of CD11b/CD18 adhesion to fibrinogen, primary screen, K562 cells, luminescence; actives 0.54% (n = 93,000); ATPlite luminescence; Mn2+ added to activate the integrin; inhibition, % at 10 µM; Integrin beta-2 (Homo sapiens) + Integrin alpha-M (Homo sapiens), P05107+P11215;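 active = primary inhibition of 50% or more at 10 µM, then 40% or more on retest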; note: some results filed as inactive read as strong as hits
Target sequence (P05107 whole entry, looked up, other chains not shown): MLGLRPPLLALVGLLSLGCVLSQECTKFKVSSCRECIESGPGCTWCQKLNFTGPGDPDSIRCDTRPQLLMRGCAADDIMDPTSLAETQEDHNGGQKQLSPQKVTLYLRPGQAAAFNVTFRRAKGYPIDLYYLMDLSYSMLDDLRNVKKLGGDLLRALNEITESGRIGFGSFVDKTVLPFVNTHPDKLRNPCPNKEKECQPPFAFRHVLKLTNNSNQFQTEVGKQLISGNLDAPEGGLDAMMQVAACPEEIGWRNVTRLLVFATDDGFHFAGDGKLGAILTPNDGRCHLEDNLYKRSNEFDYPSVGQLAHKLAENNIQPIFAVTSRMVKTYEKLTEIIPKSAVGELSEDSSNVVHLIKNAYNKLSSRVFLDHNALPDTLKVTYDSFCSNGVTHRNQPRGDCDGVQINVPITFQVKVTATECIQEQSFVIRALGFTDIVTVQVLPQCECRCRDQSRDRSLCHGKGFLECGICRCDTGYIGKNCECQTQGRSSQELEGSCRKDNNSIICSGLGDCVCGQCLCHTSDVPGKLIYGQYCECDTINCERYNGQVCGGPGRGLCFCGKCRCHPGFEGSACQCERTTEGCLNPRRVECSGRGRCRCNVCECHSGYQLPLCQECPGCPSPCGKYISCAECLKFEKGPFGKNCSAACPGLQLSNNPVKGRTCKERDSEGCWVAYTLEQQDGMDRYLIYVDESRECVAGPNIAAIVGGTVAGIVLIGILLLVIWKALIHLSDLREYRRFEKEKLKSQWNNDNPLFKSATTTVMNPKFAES
CYP2C19 inhib: blockers of cytochrome P450 2C19 activity – biochemical, luminescence, ADME assay, primary screen; AID 778, 2007; actives 21% (n = 96,000); CYP2C19 Supersomes, luciferin-H EGE luminescence, 30 min; P33261; inhibition, % at 5 µM;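 active = CYP2C19 inhibition above a set limit at 5 µM in the primary screen, cut at about 50% in these data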;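 note: plate controls were negative control wells for no effect and 2.5 mM tranylcypromine positive control for full effect; values of inactives mirror those of a sister screen read the other way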
CYP2C9 inhib: blockers of cytochrome P450 2C9 activity – biochemical, luminescence, ADME assay, primary screen; P11712; CYP2C9 Supersomes, luciferin-H conversion; inhibition, % at 5 µM; actives 20% (n = 96,000);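 active = blocking of liver enzyme CYP2C9 beyond about 50% at 5 µM, limit read from the data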; note: values of inactives mirror those of a sister screen read the other way
CD11b adhes enh: enhancers of CD11b/CD18 adhesion to fibrinogen, primary screen, K562 cells, luminescence; activation, % at 10 µM; AID 1499, 2009; ATPlite luminescence; Integrin beta-2 (Homo sapiens) + Integrin alpha-M (Homo sapiens), P05107+P11215; actives 0.07% (n = 93,000);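 active = 10 µM primary screen giving 50% or more activity, confirmed by 40% or more on retest at that dose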; note: strong numbers were not always called active; reference of the scale not given here
PTK2B oligo ant: antagonists of Pyk2 self-association, primary screen, Q293 cells, FERM NanoBiT luminescence, HTS; active compounds read low; Protein-tyrosine kinase 2-beta (Homo sapiens), Q14289; AID 1347419, 2020; z-score (the deposit names both 25 µM and 10 µM); actives 0.83% (n = 99,000);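 active = Z-score of -3 or lower, scaled per plate to the spread of control and sample wells; inactive = z-score above -3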;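 note: negative z-score means lost luminescence so less FERM oligomerization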
Numbers without * were called inactive; . = not tested or not shown.

SMILES	MT1-MMP txn act	CYP2C19 activ	PLAP activator	CYP2C9 act	Mac1 fbg inh	CYP2C19 inhib	CYP2C9 inhib	CD11b adhes enh	PTK2B oligo ant
Cc1ccc(C)c(C(=O)Cn2ncc(Cl)c(Cl)c2=O)c1	0.8	0.8	1.3	2.1*	12	17	-106	2	-0.74
Cc1ccc(C)c(N2CCN(C(=O)c3cc4sccc4n3C)CC2)c1	1.2	0.7	1.2	0.8	.	34	24	.	-0.17
Cc1nc2ccccc2n1-c1ccccc1	1	0.3	0.9	0.6	-11	67*	40	-2	0.7
Cn1c(Cn2cnc(Cl)c2Cl)nc2ccccc21	1.2	0.7	0.9	0.8	3	26	21	2	0.59
CCOc1ccccc1NC(=O)C1CCN(S(=O)(=O)c2ccc(OC)c(OC)c2)CC1	1.2	0.7	1.5	1.1	-12	30	-12	-1	-1.3
CSCC[C@H](NC(=O)c1ccc(Cl)c(S(=O)(=O)N2CCCC2)c1)c1nc2ccccc2[nH]1	1	0.4	1	0.3	-12	59*	68*	1	-0.14
Cc1[nH]c2ccccc2c1/C=C/c1cc[n+](C)cc1	.	1.1	0.5	.	.	-11	.	.	-1.5
Cc1cc(NC(=O)c2cc(-c3cccs3)on2)no1	1.1	1.1	1.1	1.1	11	-12	-8	-4	3.1
Cc1ccc(N2CCN(CCc3nc4cc(NS(C)(=O)=O)ccc4n3C)CC2)cc1	0.8	1	1.2	1.3	-20	5	-32	1	0.82
C=C(C)COc1ccc(-c2[nH]ncc2-c2ccc(OC)c(OC)c2)c(O)c1	1.1	0.9	1.2	0.7	37	10	33	-5	-1.7
COc1cc(-c2nc(-c3ccc(NC(=O)c4ccc5c(c4)OCO5)cc3)no2)cc(OC)c1OC	1.3	0.7	1	0.7	28	30	27	49	1.5
COc1cccc(OCC(=O)Nc2ccccc2C(N)=O)c1	1.2	0.6	1	0.7	-11	41	26	-2	0.03
Cc1cccc(C(=O)O/N=C(\N)c2ccc(Br)cc2)c1	1.2	1	1	1.4	-21	2	-45	-4	1.5
COc1cc(NC(=O)Nc2cccc(C(C)=O)c2)cc(OC)c1OC	1.1	0.8	1.1	0.8	-4	18	21	2	0.17
COCCn1c(CNc2ccc(F)cc2)nnc1SCC(=O)Nc1ccc(OC)cc1OC	1	1.1	1.1	1.1	-4	-10	-10	-1	0.51
CN1CCN(CCCNC(=O)c2cc3c(=O)oc4ccccc4c3s2)CC1	1	1	1.1	1.2	-12	-2	-16	-5	-0.23
C=C1N(c2ccc(Cl)cc2)C(=O)OC1(C)C	.	0.4	1.1	0.7	.	58*	27	.	0.14
Cc1cc2cc(C(c3nnnn3C3CCCC3)N(Cc3cccnc3)Cc3ccco3)c(=O)[nH]c2cc1C (centres undefined)	1.7	0.4	1.6	0.4	44	60*	60*	-2	0.31
Cc1cc(NC(=O)CSc2n[nH]c(-c3cccs3)n2)no1	1.1	0.7	1.1	0.5	.	33	46	.	0.56
COc1cc(/C=N/NC(=O)COc2ccc(Cl)cc2)ccc1OS(=O)(=O)c1ccc(C)cc1	.	0.6	1.4	0.4	-8	37	64*	-4	0.4
CCc1nnc(NC(=O)CSc2nccn2-c2cccc(C)c2)s1	1.1	0.8	1.3	0.7	4	16	30	-1	.
NC(=O)COc1ccc(NC(=O)OCc2ccccc2)cc1	1.2	0.8	0.9	0.9	-25	19	7	0	-0.01
CCCCC(=O)Nc1ccc2c(c1)nc(CCN1CCOCC1)n2C	1	1.1	0.9	1.2	-1	-8	-20	1	-0.78
Cc1nnc(SCC(=O)N2CCOCC2)n1C	1.1	1	1.1	1	3	0	-2	-3	0.38
CCCn1c(-c2ccc(OC)cc2)nc2nc3ccccc3nc21	1.2	1	1.1	1.1	-1	2	-8	-5	-2
CCc1nc2c(c(=O)[nH]1)C1(CCCC1)Cc1ccccc1-2	.	1	1	1	.	-4	5	.	-1.1
CCc1nc(SCCO)c2oc3ccccc3c2n1	1.1	0.5	0.8	0.3	-10	51*	66*	2	-2
CCCCN1C(=O)NC(NS(=O)(=O)c2ccc(N)cc2)(C(F)(F)F)C1=O (centres undefined)	1.3	1.1	0.9	0.7	4	-7	31	-2	0.6
O=C(OC1CCCCC1)c1ccc(NC(=O)c2ccco2)cc1	1.5	0.9	1	0.5	.	14	47	.	-0.97
COC(=O)Cc1c(C)nc2nc(NCc3c(F)cccc3Cl)[nH]n2c1=O	1	0.9	1.4	0.9	-3	5	11	1	1
NS(=O)(=O)c1ccc(CCNc2ncnc3c2c(-c2ccccc2)cn3-c2ccc(F)cc2)cc1	.	0.8	1.3	0.4	9	23	57*	6	0.51
COc1cc(COCC(O)CN2CCOCC2)cc(OC)c1OC (centres undefined)	1.1	0.9	1	1.1	-6	9	-10	3	1.7
O=C(CSc1ccccc1C(=O)NCCCN1CCCC1=O)NCc1ccco1	1.1	1.1	0.8	1.1	-20	-12	-8	0	-0.01
NC(=O)CC1NC(=O)c2ccccc21 (centres undefined)	1.3	1.1	1	1	-12	-5	0	-3	2.1
CC(C)(C)n1nnnc1C(c1cccs1)N1CCN(Cc2ccccc2)CC1 (centres undefined)	1	1.1	1.4	1	27	-5	-4	-2	-0.54
O=C(NCc1ccco1)C1CCCCN1S(=O)(=O)c1ccc(F)cc1 (centres undefined)	1.1	0.4	1.1	0.7	0	61*	31	-3	0.25
CCCCOC(=O)Cn1c(=N)n(CCN(CC)CC)c2ccccc21	1.1	1.3	0.8	1.4	2	-30	-38	-3	0.87
Cc1ccc(Nc2nc(=O)c3cccnc3s2)cc1	1.6	0.1	0.9	0.2	-12	94*	82*	-2	-0.49
CCOC(=O)C1=C(N)n2c(s/c(=C\c3ccco3)c2=O)=C(C(=O)OCC)C1c1ccco1 (centres undefined)	1.1	0.9	1.1	0.6	.	10	36	.	1.7
C=CCSc1nnc(NC(=O)c2ccc(S(=O)(=O)NCC3CCCO3)cc2)s1 (centres undefined)	1.1	0.9	1.5	0.9	-2	7	13	2	1.6

Given with two lines to a compound: part of the list above.
Every second line gives: MT1-MMP txn act | CYP2C19 activ | PLAP activator | CYP2C9 act | Mac1 fbg inh | CYP2C19 inhib | CYP2C9 inhib | CD11b adhes enh | PTK2B oligo ant
- NS(=O)(=O)c1ccc(CCNc2ncnc3c2c(-c2ccccc2)cn3-c2ccc(F)cc2)cc1
    . | 0.8 | 1.3 | 0.4 | 9 | 23 | 57* | 6 | 0.51
- O=C(NCc1ccco1)C1CCCCN1S(=O)(=O)c1ccc(F)cc1 (centres undefined)
    1.1 | 0.4 | 1.1 | 0.7 | 0 | 61* | 31 | -3 | 0.25

Going on with the list:
SMILES	MT1-MMP txn act	CYP2C19 activ	PLAP activator	CYP2C9 act	Mac1 fbg inh	CYP2C19 inhib	CYP2C9 inhib	CD11b adhes enh	PTK2B oligo ant
NC(=O)c1ccccc1NC(=O)/C=C/C(=O)O	1.1	0.9	0.9	1	-20	7	2	-6	1.1
Cc1cc(-n2ccnc2)n2c(nc3ccccc32)c1C#N	1	1	0.9	1	-57	4	4	-2	0.72
CC(=O)c1ccc(OCC(O)CN(C)Cc2cccs2)cc1 (centres undefined)	1.1	0.8	0.9	1	-11	19	-2	4	-0.29
CN(C)C(=O)CN1C(=O)C2CC=C(Cl)CC2C1=O (centres undefined)	1.2	0.9	1.1	1	-2	10	1	-3	0.16
O=C1c2ccccc2C(=O)N1c1nc(-c2cccs2)cs1	1.1	1	1.2	1	2	-2	-1	-2	0.4
CC(C)CCNC(=O)C(c1ccco1)N(C(=O)Cn1nnc2ccccc21)c1ccc2c(c1)OCO2 (centres undefined)	1.2	0.8	1	0.8	-11	22	20	3	-2.9
COc1ccccc1Cn1c(=S)[nH]c2cc(C(=O)NCCN3CCOCC3)ccc2c1=O	0.9	0.8	1.1	0.9	4	17	15	0	-0.35
CCOC(=O)CNc1nc(-c2ccncc2)nc2ccccc12	1	0.5	0.7	0.4	-16	48	58*	-2	-2.5
Clc1ccc(CSc2snnc2-c2ccccc2)cc1	.	1.1	0.5	0.6	14	-10	43	-3	-1.4
FC(F)(F)C1CC(c2cccs2)Nc2ncnn21 (centres undefined)	1	0.9	0.9	0.9	-9	6	8	-1	0.07

14 structures out of the list, sorted by molar mass, rising.
SMILES	MT1-MMP txn act	CYP2C19 activ	PLAP activator	CYP2C9 act	Mac1 fbg inh	CYP2C19 inhib	CYP2C9 inhib	CD11b adhes enh	PTK2B oligo ant
NC(=O)CC1NC(=O)c2ccccc21 (centres undefined)	1.3	1.1	1	1	-12	-5	0	-3	2.1
NC(=O)c1ccccc1NC(=O)/C=C/C(=O)O	1.1	0.9	0.9	1	-20	7	2	-6	1.1
Cc1ccc(Nc2nc(=O)c3cccnc3s2)cc1	1.6	0.1	0.9	0.2	-12	94*	82*	-2	-0.49
CN(C)C(=O)CN1C(=O)C2CC=C(Cl)CC2C1=O (centres undefined)	1.2	0.9	1.1	1	-2	10	1	-3	0.16
Cc1cc(-n2ccnc2)n2c(nc3ccccc32)c1C#N	1	1	0.9	1	-57	4	4	-2	0.72
FC(F)(F)C1CC(c2cccs2)Nc2ncnn21 (centres undefined)	1	0.9	0.9	0.9	-9	6	8	-1	0.07
O=C1c2ccccc2C(=O)N1c1nc(-c2cccs2)cs1	1.1	1	1.2	1	2	-2	-1	-2	0.4
CC(=O)c1ccc(OCC(O)CN(C)Cc2cccs2)cc1 (centres undefined)	1.1	0.8	0.9	1	-11	19	-2	4	-0.29
CCCCOC(=O)Cn1c(=N)n(CCN(CC)CC)c2ccccc21	1.1	1.3	0.8	1.4	2	-30	-38	-3	0.87
CC(C)(C)n1nnnc1C(c1cccs1)N1CCN(Cc2ccccc2)CC1 (centres undefined)	1	1.1	1.4	1	27	-5	-4	-2	-0.54
C=CCSc1nnc(NC(=O)c2ccc(S(=O)(=O)NCC3CCCO3)cc2)s1 (centres undefined)	1.1	0.9	1.5	0.9	-2	7	13	2	1.6
COc1ccccc1Cn1c(=S)[nH]c2cc(C(=O)NCCN3CCOCC3)ccc2c1=O	0.9	0.8	1.1	0.9	4	17	15	0	-0.35
CCOC(=O)C1=C(N)n2c(s/c(=C\c3ccco3)c2=O)=C(C(=O)OCC)C1c1ccco1 (centres undefined)	1.1	0.9	1.1	0.6	.	10	36	.	1.7
CC(C)CCNC(=O)C(c1ccco1)N(C(=O)Cn1nnc2ccccc21)c1ccc2c(c1)OCO2 (centres undefined)	1.2	0.8	1	0.8	-11	22	20	3	-2.9

Assay outcomes from PubChem BioAssay.
